H37Rv inhibition – M. tuberculosis growth inhibition, HTS (AID 449762). actives 0.59% (n = 330,000). M. tuberculosis H37Rv growth inhibition, 7H9 media; higher % means a stronger effect. inhibition, % at 25 µM, or IC50 in µM where a hit was titrated; in the data active = a potency from the dose series; inconclusive = inhibition above about 70% without an active follow-up result;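 also: bacterial growth assessed after seven days of incubation; strong numbers were not always called active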
tuberculosis growth – growth inhibition of non-replicating M. tuberculosis (AID 488890); Mycobacterium tuberculosis non-replicating, growth inhibition; higher % means a stronger effect; inhibition, % at 25 µM; hits with a dose series show IC50 in µM; actives 0.39% (n = 320,000); in the data active = a potency from the dose series; inconclusive = inhibition mostly from about 82% at the one dose, without a potency; inactive = the rest, 99 in 100 with inhibition below about 76%;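 also: plate controls were DMSO cells for no effect and high antibiotic wells for full effect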
influenza NS1A – H1N1 influenza NS1A inhibitors, functional cell based assay (AID 504329). NS1A functional cell-based assay, percent inhibition; higher % means a stronger effect. inhibition, % at 12.5 µM; hits with a dose series show IC50 in µM. actives 0.3% (n = 340,000); in the data active = a potency from the dose series; inconclusive = inhibition above about 27% without an active follow-up result; also: strong numbers were not always called active
PhoP GFP inhibition – PhoP regulon inhibitors, Salmonella typhi PhoP promoter GFP reporter, confirmatory (AID 1850); Salmonella Typhi PhoP-promoter GFP reporter, fluorescence, 4 h; higher % means a stronger effect; inhibition, % at 50 µM, or IC50 in µM where a hit was titrated; actives 0.33% (n = 310,000); in the data active = a potency from the dose series; inconclusive = inhibition mostly from about 25% at the one dose, without a potency; inactive = the rest, 99 in 100 with inhibition below about 19%;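 also: 0% = induced wells with vehicle and 100% = uninduced wells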
VEEV TC-83 Vero – inhibitors of VEEV TC-83 cytopathic effect, confirmation, Vero cells (AID 588727) | Vero cells, VEEV TC-83 cytopathic effect inhibition; higher % means a stronger effect | inhibition, % at 20 µM; hits with a dose series show IC50 in µM | actives 0.13% (n = 350,000); in the data active = a potency from the dose series; inconclusive = inhibition mostly from about 14% at the one dose, without a potency; inactive = the rest, 99 in 100 with inhibition below about 12%; also: strong numbers were not always called active
VEEV TC-83 Vero 10K pilot screen – recorded beside VEEV TC-83 Vero, whose call it bears; inhibition, %; measured here: 10K pilot screen inhibition
* = called active by the depositor; i = inactive; ? = inconclusive; . = no result given.

SMILES	H37Rv inhibition	tuberculosis growth	influenza NS1A	PhoP GFP inhibition	VEEV TC-83 Vero	others
c1ccc(C2CN3CCC2CC3)cc1 (stereo not given)	4%	0%	.	-1%	3.3%
N#CCSc1nc2ccccc2c(=O)n1CCCC(=O)NCC1CCCO1 (stereo not given)	2%	-6%	-8%	8%	0.9%
CC(C)=C(NC(=O)c1ccccc1)C(N)=O	-7%	-2%	0%	2%	0.3%
CC(OC(=O)c1ccc(S(=O)(=O)NCc2ccco2)cc1)C(=O)Nc1ncc(Cl)cc1Cl (stereo not given)	9%	9%	1%	0%	2.5%
Cc1nn(Cc2ccc(C(=O)n3cccn3)o2)c(C)c1Br	-6%	65%	10%	-14%	1.1%
COc1cccc(CNC(=O)CN2C(=O)COc3ccc(S(=O)(=O)N4CCCCCC4)cc32)c1	-5%	14%	5%	9%	0.2%
CCOc1cc(C(=O)NC(C)C2CCCO2)cc(OCC)c1OCC (stereo not given)	-5%	-12%	1%	7%	0.8%
COc1ccc(NC(c2ccccc2F)P(=O)(Oc2ccccc2)Oc2ccccc2)cc1 (stereo not given)	46%	-16%	7%	-1%	0.1%
Cc1ccc(CCN2CC(C(=O)NC3CCCC3)CC2=O)cc1 (stereo not given)	-4%	-18%	1%	-6%	i
CC1=C(C#N)C(c2ccc(O)cc2)C(C#N)=C(C)N1	-3%	0%	-2%	-17%	0.5%
CCOC(=O)CC1=NN(c2ccccc2)C(=O)C1	-5%	-20%	-6%	0%	2.1%
CC(CCc1ccco1)NC(=O)Cn1nc(Cc2ccncc2)c2ccccc2c1=O (stereo not given)	-12%	17%	-3%	3%	i
O=C(COC(=O)c1ccc2c(c1)OCO2)Nc1cccc(F)c1	-2%	18%	-15%	.	0.6%
Cc1nnc(NC(=O)C2CC(=O)N(Cc3ccccc3)C2)s1 (stereo not given)	-15%	-21%	-3%	-6%	5.2%
O=C(CN1C(=O)NC(Cc2c[nH]c3ccccc23)C1=O)Nc1ccccc1C(F)(F)F (stereo not given)	6%	6%	1%	.	i
NC(=S)n1[nH]c(-c2ccc([N+](=O)[O-])cc2)c(N=Nc2ccccc2[N+](=O)[O-])c1=O	.	.	-1%	.	2.2%
CCOC(=O)c1cnc2c(Cl)cccc2c1NCCN1CCOCC1	2%	-10%	-2%	-5%	1.2%
CCOc1cc(N2CCOCC2)c(OCC)cc1NC(=O)[C@H](C)N1C(=O)C2CC=CCC2C1=O (stereo not given in full)	-10%	-1%	1%	-3%	i
O=S(=O)(Nc1cc(S(=O)(=O)N2CCOCC2)ccc1NCC1CCCO1)c1ccccc1F (stereo not given)	2%	22%	-7%	.	0.8%
COc1ccc(-c2c3c(=O)n(C)c(=O)n(C)c3cn2N2CCOCC2)cc1	-15%	1%	6%	4%	4.6%

7 structures already listed, ordered by molar mass, descending:
SMILES	H37Rv inhibition	tuberculosis growth	influenza NS1A	PhoP GFP inhibition	VEEV TC-83 Vero	others
COc1cccc(CNC(=O)CN2C(=O)COc3ccc(S(=O)(=O)N4CCCCCC4)cc32)c1	-5%	14%	5%	9%	0.2%
CCOc1cc(N2CCOCC2)c(OCC)cc1NC(=O)[C@H](C)N1C(=O)C2CC=CCC2C1=O (stereo not given in full)	-10%	-1%	1%	-3%	i
O=C(CN1C(=O)NC(Cc2c[nH]c3ccccc23)C1=O)Nc1ccccc1C(F)(F)F (stereo not given)	6%	6%	1%	.	i
NC(=S)n1[nH]c(-c2ccc([N+](=O)[O-])cc2)c(N=Nc2ccccc2[N+](=O)[O-])c1=O	.	.	-1%	.	2.2%
CCOc1cc(C(=O)NC(C)C2CCCO2)cc(OCC)c1OCC (stereo not given)	-5%	-12%	1%	7%	0.8%
CCOC(=O)CC1=NN(c2ccccc2)C(=O)C1	-5%	-20%	-6%	0%	2.1%
c1ccc(C2CN3CCC2CC3)cc1 (stereo not given)	4%	0%	.	-1%	3.3%

Going on with the list.
SMILES	H37Rv inhibition	tuberculosis growth	influenza NS1A	PhoP GFP inhibition	VEEV TC-83 Vero	others
CN(C(=O)CSc1nnc(-c2ccc(C(C)(C)C)cc2)n1C)C1CCS(=O)(=O)C1 (stereo not given)	-3%	21%	-6%	.	2.6%
CCc1nc(NCCCCCO)c2nnn(Cc3ccccc3F)c2n1	2%	13%	-5%	-4%	1.3%
COc1ccc(NC(=O)CSc2nc(C)cs2)cc1	-6%	30%	-9%	13%	1.0%
CCOc1ccc(N/C=C/C(=O)c2ccccc2)cc1	?	76%	4%	-1%	3.9%
Cc1ccc(C(C(=O)NCc2ccco2)N(C(=O)CNC(=O)c2cccs2)c2c(C)cccc2C)cc1 (stereo not given)	5%	20%	3%	-5%	i
Cn1c(SCc2nc3ccccc3[nH]2)nnc1-c1cccnc1	-13%	-10%	-3%	-4%	i
Nc1ccc(Nc2nc(-c3ccncc3)cs2)cc1	-5%	26%	10%	-7%	0.1%
CCC(C)c1ccccc1NC(=O)COC(=O)C1=NN(c2ccccc2)C(=O)CC1 (stereo not given)	-1%	4%	2%	.	1.6%
C/C(Sc1nnc(Cc2ccccc2)o1)=C(/O)c1ccccc1	0%	2%	9%	-2%	0.5%
Cc1cc(C)c(-c2csc(NC(=O)c3cc([N+](=O)[O-])ccc3N3CCOCC3)n2)c(C)c1	?	63%	7%	-5%	1.4%
Cc1cc(=O)oc(C)c1C(=O)NCC(C)NC(=O)c1c(C)cc(=O)oc1C (stereo not given)	7%	2%	1%	-1%	i
OCc1nc(CO)n(Cc2ccccc2)n1	-7%	-1%	-5%	-5%	1.1%
CC1(c2ccccc2)NC(=O)N(CC(=O)Nc2cccc(C#N)c2)C1=O (stereo not given)	-9%	-1%	-6%	1%	3.6%
Cc1c(N=Cc2c(O)n(C)c(=O)c3ccccc23)c(=O)n(-c2ccccc2)n1C	8%	4%	21%	-23%	2.5%
COC(=O)C1=C(c2ccc(OCc3ccccc3)cc2)C[C@@H]2CC[C@H]1N2C(=O)NCc1cccc(C(F)(F)F)c1	0%	-5%	-8%	.	2.2%
CCN(Cc1ccccc1)S(=O)(=O)c1cc2c3c(c1)CCN3C(=O)CC2	.	.	-3%	.	6.4%
CCOc1cc(S(=O)(=O)N2CCCC2)ccc1Cl	-12%	7%	-7%	13%	1.1%
CC(C)(C)OC(=O)C[C@@H]1C/C=C\C[C@H](CC(=O)NCCO)C(=O)NC[C@@H](c2ccccc2)OC1=O	9%	11%	-7%	.	0.1%
Brc1ccccc1C1=Nn2c(nnc2-c2ccccc2)SC1	-7%	16%	4%	-14%	5.5%
NNC(=O)CN1CCCc2ccccc21	4%	-3%	-1%	-10%	1.6%
O=c1c2cnn(-c3ccccc3)c2nnn1/N=C/c1cccnc1	-14%	5%	10%	5%	2.1%
Cc1nn(-c2ccc(Br)cc2)c(=O)c2ccccc12	-4%	-4%	-1%	8%	0.4%
CC(=O)Nc1nc(C)c(S(N)(=O)=O)s1	-7%	-13%	-1%	-1%	i
Cc1ccc(Cl)cc1NC(=O)C1CC(=O)N(C(C)C)C1 (stereo not given)	5%	12%	2%	0%	i
O=C1CSC(c2cccnc2)N1CCc1ccccn1 (stereo not given)	10%	9%	10%	16%	6.0%
c1ccc(C2=NOC(c3nnc(-c4ccccc4)o3)C2)cc1 (stereo not given)	4%	46%	1%	-5%	0.8%
Cc1cc(C)n2nc(S(=O)(=O)N(CC(C)C)CC(C)C)nc2n1	-9%	-7%	9%	-9%	0.1%
Oc1ccc2ccccc2c1CN1CC=C(c2ccccc2)CC1	-1%	42%	-9%	5%	2.0%
COc1ccccc1CNC(=O)c1ccccc1C(=O)NC(C)(C)C(=O)NCc1ccccc1OC	-3%	-7%	1%	-3%	0.3%
CC(=O)Nc1ccc(NC(=O)C2CCC(CNS(=O)(=O)c3cccc4nsnc34)CC2)cc1 (stereo not given)	-1%	3%	-3%	-2%	0.9%
O=C(CSc1nc2ccccc2o1)N1N=C(c2cccs2)CC1c1ccc(F)cc1 (stereo not given)	7%	36%	5%	-4%	4.2%
CC(=O)c1ccc(NC(=O)C2C3C=CC(C3=C(c3ccccc3)c3ccccc3)C2C(=O)O)cc1 (stereo not given)	?	38%	6%	3%	3.1%
COc1ccc(C(=O)C2CCCN(C/C=C/c3ccccc3OC)C2)c(OC)c1 (stereo not given)	13%	40%	11%	-2%	i
O=c1c2ccccc2nc(-c2ccco2)n1-c1nccs1	9%	-3%	4%	3%	i
O=C(NCc1ccccn1)Nc1cc(Cl)ccc1Cl	8%	1%	-13%	-5%	1.6%
CC1(c2cccc(Br)c2)NC(=O)N(CC(=O)N2CCc3ccccc32)C1=O (stereo not given)	-5%	15%	8%	.	5.5%
CC1(C)CC(=O)C2=C(C1)NC(=O)NC2c1ccc(Cl)cc1 (stereo not given)	-3%	-10%	9%	-9%	i
CC1(C)Cc2nc3oc4c(NCc5ccccc5)ncnc4c3cc2CO1	2%	1%	1%	-3%	9.5%
NC(=O)NC(=O)COC(=O)CC12CC3CC(CC(C3)C1)C2	6%	38%	6%	0%	i
N#Cc1cn(-c2ccccc2)nc1-c1cc2ccccc2oc1=O	-3%	6%	2%	-12%	i

Fetched by structure from above:
SMILES	H37Rv inhibition	tuberculosis growth	influenza NS1A	PhoP GFP inhibition	VEEV TC-83 Vero	others
COc1ccc(C(=O)C2CCCN(C/C=C/c3ccccc3OC)C2)c(OC)c1 (stereo not given)	13%	40%	11%	-2%	i
O=c1c2cnn(-c3ccccc3)c2nnn1/N=C/c1cccnc1	-14%	5%	10%	5%	2.1%
CC1(c2cccc(Br)c2)NC(=O)N(CC(=O)N2CCc3ccccc32)C1=O (stereo not given)	-5%	15%	8%	.	5.5%
COc1ccccc1CNC(=O)c1ccccc1C(=O)NC(C)(C)C(=O)NCc1ccccc1OC	-3%	-7%	1%	-3%	0.3%

Further results follow.
SMILES	H37Rv inhibition	tuberculosis growth	influenza NS1A	PhoP GFP inhibition	VEEV TC-83 Vero	others
O=C(Cc1ccccc1)NCC(=O)OCc1ccc([N+](=O)[O-])cc1	5%	26%	-7%	13%	i
CC1CCC(NC(=O)CN2CCC(n3nnc4cc(F)ccc43)CC2)CC1 (stereo not given)	0%	48%	12%	2%	i	VEEV TC-83 Vero 10K pilot screen=0.1
COc1ccc(Br)cc1C(=O)NC(=S)Nc1ccc(CN2CCOCC2)cc1	66%	68%	12%	-35%	6.0%
CC(C)Oc1ccc(CNC(=O)Cn2ccc3cc(S(=O)(=O)N4CCCC4)ccc32)cc1	-7%	-2%	-2%	2%	2.7%
COc1ccc(C(=O)c2ccc([N+](=O)[O-])cc2Cl)cc1	-3%	9%	.	-10%	1.1%
COc1ccccc1C1=NNC(=Nc2cccc(S(=O)(=O)N(C)C)c2)SC1	-11%	24%	-5%	8%	8.4%
O=c1c2[nH]c3ccccc3c2nc2n1CCS2	-6%	4%	-5%	19%	1.1%
CC1(OC(=O)c2ccco2)C(=O)C=C2C=C(C3CC3)OC=C2C1=O (stereo not given)	-1%	34%	1%	-6%	0.2%
O=C(Nc1ccc(OCc2ccccc2Cl)cc1)c1cccnc1	11%	64%	-5%	2%	0.7%
COc1cccc(NC(=O)COC(=O)C2CCN(S(=O)(=O)c3cccs3)CC2)c1	-5%	-5%	0%	1%	3.0%
Cc1cc(C)c(S(=O)(=O)N2CCCOC2CNC(=O)C(=O)NCc2ccco2)c(C)c1 (stereo not given)	1%	10%	-4%	-9%	3.2%
CCOC(=O)c1ccc(S(=O)(=O)NC2CCCCCCC2)n1C	3%	4%	6%	1%	1.8%
c1ccc(CN2CN=C(Nc3nc4ccccc4s3)NC2)cc1	-6%	-5%	-1%	-5%	i
Cc1ccc(-n2c(CSc3nc(C)cc(C)n3)nnc2SCC(=O)N2CCCC2)cc1	3%	-1%	-4%	16%	1.5%
N#CCCNc1ccc(OCCC#N)cc1	-6%	-8%	-18%	-4%	0.8%
NS(=O)(=O)c1ccc(NC(=S)NCc2cccc(Cl)c2)cc1	-13%	23%	-5%	-11%	0.8%
Cc1ccc(-n2nnnc2SCC(=O)N2CCc3ccccc3C2)cc1	1%	32%	-18%	-6%	2.7%
OC(c1ccncc1)(c1ccc(F)cc1)c1ccc(F)cc1	-3%	10%	0%	-2%	0.7%
CN(c1ccccc1)S(=O)(=O)c1ccc(NC(=O)c2nc(S(C)(=O)=O)ncc2Cl)cc1	2%	.	1%	-2%	?
O=C(NC1(C(F)(F)F)NC(=O)N(Cc2ccccc2)C1=O)c1cccs1 (stereo not given)	-3%	14%	-9%	-5%	i
CCc1nc(CN2CCN(c3cc(C(F)(F)F)ccn3)CC2)c(C)[nH]1	-1%	20%	.	-21%	0.0%
COc1cc(OC)cc(C(=O)NC2CC3CCC(C2)N3C)c1 (stereo not given)	1%	-5%	6%	.	0.6%

Compound activity deposited in PubChem BioAssay by Southern Research Specialized Biocontainment Screening Center.
